Assay outcomes: PubChem BioAssay, Broad Institute
esBAF inh = blocks esBAF chromatin remodeling in mouse ES cells; reporter increase, % at 12.5 µM; 350,000 compounds, 2% hits; Bmi1-luciferase knock-in reporter, 24 h; 100% = twice the neutral-well signal; AID 602393; in the data active means activation above about 40%;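 further: 0% = median of the plate's neutral control wells and 100% = double that signal; a rise in the Bmi1 reporter signal indicates esBAF inhibition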
ERp5 block = blocks human ERp5 reductase activity on insulin; Q15084; ERp5 insulin aggregation, absorbance 650 nm, 90 min; inhibition, % at 9.99 µM; 350,000 compounds, 0.05% hits;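 active means mean replicate inhibition above about 25%, with every replicate also reaching it, limit read from the data, passing the limit was not always enough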
Target sequence (Q15084 whole entry, looked up): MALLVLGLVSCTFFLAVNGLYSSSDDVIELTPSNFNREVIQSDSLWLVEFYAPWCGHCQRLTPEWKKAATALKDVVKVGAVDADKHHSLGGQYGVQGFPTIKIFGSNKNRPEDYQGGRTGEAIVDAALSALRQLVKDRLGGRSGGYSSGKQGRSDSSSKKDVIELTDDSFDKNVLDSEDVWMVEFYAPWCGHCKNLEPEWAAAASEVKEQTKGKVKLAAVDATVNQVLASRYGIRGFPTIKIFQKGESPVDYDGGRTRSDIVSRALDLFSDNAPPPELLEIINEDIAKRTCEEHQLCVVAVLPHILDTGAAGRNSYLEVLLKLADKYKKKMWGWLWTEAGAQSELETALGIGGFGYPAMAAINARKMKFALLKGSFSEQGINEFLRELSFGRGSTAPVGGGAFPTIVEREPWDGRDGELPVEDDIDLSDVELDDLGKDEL
ARNT-TACC3 inh = disrupts binding between human ARNT and TACC3 | inhibition, % at 9.99 µM | 390,000 compounds, 0.66% hits | AlphaScreen His-ARNT PAS-B/GST-TACC3 binding, luminescence; TACC3 fragment carries E629A point mutation | Q9Y6A5;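 active means mean inhibition of replicates at least 50% and at least half of replicates each reaching 50%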;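 further: 0% = complete ARNT plus TACC3 wells and 100% = ARNT alone without TACC3; many hits fall short of the cut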
SIRT5 inh = inhibitors of human sirtuin-5 desuccinylase | Purified SirT5, succinyl-peptide AMC, trypsin-coupled fluorescence | inhibition, % at 15 µM | 330,000 compounds, 1.1% hits; in the data active means inhibition above about 15%
Target sequence (Q9NXA8 whole entry, looked up): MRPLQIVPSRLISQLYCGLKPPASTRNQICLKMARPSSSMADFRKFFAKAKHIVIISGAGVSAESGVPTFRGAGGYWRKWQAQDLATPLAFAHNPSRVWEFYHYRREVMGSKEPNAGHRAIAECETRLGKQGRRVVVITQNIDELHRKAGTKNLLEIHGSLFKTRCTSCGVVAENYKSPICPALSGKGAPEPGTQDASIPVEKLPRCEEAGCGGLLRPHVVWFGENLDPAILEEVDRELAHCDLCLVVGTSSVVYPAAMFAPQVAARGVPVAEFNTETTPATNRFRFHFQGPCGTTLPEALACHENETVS
Cneo AK release = causes C. neoformans cell lysis. 360,000 compounds, 0.2% hits. AID 651654. adenylate kinase release luminescence, 4 h; normalised: neutral wells 0, clomiphene wells 100. lysis activity, % at 15 µM;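 active means mean lysis activity across replicates of at least 80%, whatever share of replicates individually reach that level; inactive means mean lysis activity below 80%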
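Test system: log-phase Cryptococcus neoformans yeast cells. Input: 5 × 10^6 yeast cells/mL. Medium: fresh YPD growth medium. Doses: single dose. Incubation: static 4 h at 37 °C with compound, 1 h detection. Measured by: luminescent adenylate kinase detection reagent. Read-out: signal increase indicating cell lysis. Benchmarks: Clomiphene.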
C2C12 statin = suppressors of simvastatin-induced myotoxicity in C2C12 myotubes; ATP luminescence, 48 h; scaled: DMSO 0, geranylgeraniol control 100; rescue of ATP level, % at 7.49 µM; 330,000 compounds, 0.78% hits;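 active means mean ATP rescue above about 67%, or every replicate alone reaching that limit, limit read from the data, passing the limit was not always enough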;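 further: myotubes were challenged with 10 µM simvastatin during compound exposure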
miR122 inh = inhibitors of miR-122 in Huh7 cells; activation (reporter increase), % at 12.5 µM; AID 602342; 340,000 compounds, 0.3% hits; Huh7 miR-122 Renilla luciferase sensor, 48 h; neutral wells = 0, positive control = 100;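 active means mean replicate activation score at least 90 and every replicate individually at or above 90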;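 further: higher luciferase means less miR-122 activity so hits act as miR-122 inhibitors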
* = called active by the depositor; . = no result given; & = joins results of further samples; [ ] = dose if it differs, or a comment. An unsorted share of the library; 4% or so of the library scored in one or more.

Molecule	esBAF inh	ERp5 block	ARNT-TACC3 inh	SIRT5 inh	Cneo AK release	C2C12 statin	miR122 inh
COc1cccc(S(=O)(=O)N[C@@H]2CC[C@@H](CC(=O)NCc3ccc(F)cc3)O[C@@H]2CO)c1	3	-1	-6	4	45	3	.
O=[N+]([O-])c1ccccc1CCc1ccccc1[N+](=O)[O-]	18	-1	18	-7	0	-5	.
CC(C)n1cc(CN2CCCC(CO)(Cc3cccc(Cl)c3)C2)cn1 (configuration not stated)	-3	5	5	3	-5	-2	1
CS(=O)(=O)N(CCc1ccccc1)CC(=O)Nc1ccc(Br)cc1F	-4	2	3	-6	-2	6	15
CCC(Sc1nc2ccccc2c(=O)[nH]1)C(=O)O (configuration not stated)	6	.	-1	.	0	14	3
C[C@H](CO)N1C[C@H](C)[C@@H](CN(C)C(=O)c2ccccc2)OCCCC[C@H](C)Oc2ccc(NC(=O)Nc3ccccc3)cc2C1=O	-4	-2	5	0	-3	.	7[16.7 µM]
CC(=O)/C=C(\C)Nc1ccc(-c2cnc(-c3ccccc3)o2)cc1	12	.	-2	.	4	9	-4
CSc1nsc(SC)c1C(N)=O	.	1	-11	0	.	.	.
COc1ccc(C(CNC(=O)C(C)Oc2ccc(Br)cc2)N2CCCC2)cc1 (configuration not stated)	-2	1	.	-1	0	4	4
Cc1cccc(NC(=O)CN2CCN(C(=O)c3cc(C4CC4)nn3-c3ccccc3)CC2)c1C	-4	1	.	3	3	3	0
COc1ccccc1C(=O)ON=C1c2ccccc2-c2ccccc21	.	.	1	.	0	.	-10
CC(=O)N1CCN(C(=O)COC(=O)/C=C/c2ccc(C(F)(F)F)cc2)CC1	2	-4	.	0	1	2	-3
CCOC(=O)[C@@H]1[C@H]2COc3ccc(Br)cc3[C@@H]2N2C(=O)N(c3ccc(Br)cc3)C(=O)[C@@]12C	0	1	-1	.	1	10	-7
CCn1cc(C(=O)N[C@@H](CCSC)C(=O)NC(C)(C)CO)c(=O)c2cc3c(cc21)OCO3	-5	-1	-10	-1	-1	2	1
Cc1ccc(S(=O)(=O)Nc2ccc3c(c2)CC(=O)N([C@@H](C)CO)C[C@@H](C)[C@@H](CN(C)Cc2ccncc2)O3)cc1	-4	4	1	-6	1	-10	-1[16.7 µM]
Cc1ccc(C)c(N2CCN(C(=O)Cc3cn(C)c4ccccc34)CC2)c1	11	.	1	.	-1	-6	1
O=C1O[C@H](c2ccccc2)[C@H](c2ccccc2)N2[C@H]1[C@@H](C(=O)O)[C@]1(C(=O)Nc3ccccc31)[C@H]2c1ccc(O)cc1	.	-4	11	-4	-14	.	.
C/C(=N\NC(=O)c1c(Cl)cnn1C)c1cccc(NC(=O)c2ccc(C)cc2)c1	34	1	-1	0	-9	-8	1
O=C(N[C@H]1C=C[C@H](CC(=O)N2CCCCC2)O[C@@H]1CO)c1ccccn1	3	-3	6	0	-4	-2	.
C[C@H](CO)N1C[C@H](C)[C@H](CN(C)CC2CCOCC2)Oc2cc(-c3cccnc3)ccc2S1(=O)=O	-2	-6	-1	-3	0	-8	-6[16.7 µM]
CSCCC(NC(=O)c1ccc([N+](=O)[O-])cc1Cl)C(=O)OCC(=O)NCC(F)(F)F (configuration not stated)	.	2	-3	-8	1	.	15
CCCNC(=O)[C@H]1[C@H](CO)[C@H]2Cn3c(ccc(C4=CCCC4)c3=O)[C@@H]1N2C(=O)CC1CC1	6	6	3	-22	0	0	-8[16.7 µM]
O=C(Cc1ccc(S(=O)(=O)N2CCOCC2)s1)Nc1ccc(Br)c(C(F)(F)F)c1	.	-2	-1	-9	.	.	.
CCN(c1ccccc1)S(=O)(=O)c1cccc(C(=O)NCc2ccccc2CN2CCOCC2)c1	-7	0	-6	0	-2	12	0
COc1ccc(S(=O)(=O)NC2CC3CCC2C3)cc1 (configuration not stated)	3	4	-2	2	2	2	41
C[C@@H]1CN([C@@H](C)CO)C(=O)Cc2cc(NC(=O)Nc3ccc(C(F)(F)F)cc3)ccc2O[C@@H]1CN(C)C(=O)Nc1ccc2c(c1)OCO2	4	.	2	.	0	-164	56[16.7 µM]
CCOc1ccccc1N(CC(=O)Nc1cccc(OC)c1)S(=O)(=O)c1ccccc1	-11	1	1	-3	0	8	8
COCC(=O)N(C)C[C@@H]1Oc2ncc(/C=C/c3ccccc3)cc2C(=O)N([C@H](C)CO)C[C@H]1C	-5	-2	-1	-19	0	5	-3[16.7 µM]
Cc1cc(C)cc(NC(=O)C2CCCN(c3nccc(C)n3)C2)c1 (configuration not stated)	-5	4	-5	-5	-1	4	-3
O=C(OCc1ccco1)c1cccnc1	.	0	-4	-5	.	.	.
O=C(NCc1ccccc1)c1sc(=S)n2c1[nH]c(=O)c1ccccc12	-5	.	7	.	0	.	-4
O=C(c1ccco1)N1CCN(Cc2nnnn2CCc2ccccc2)CC1	-1	.	8	.	0	3	-1
COc1ccc(-n2c(C)nc(N)c2C(=O)c2ccccc2)cc1	.	-6	7	-1	.	.	.
COCCN1C(=O)C(=O)/C(=C(/O)c2cccc(OC)c2)C1c1ccc(C)o1 (configuration not stated)	0	.	-15	.	1	0	-4
Cc1cc(C)nc(SCCS(=O)(=O)Cc2ccc(Cl)cc2)n1	-8	.	-11	.	0	.	1
COc1ccc(NC(=O)N(C)C[C@H]2Oc3ccc(NS(=O)(=O)c4cccs4)cc3C(=O)N([C@H](C)CO)C[C@H]2C)cc1	-4	1	-5	-2	-4	12	6[16.7 µM]
COC(=O)[C@]1(C)N[C@H](CN(C)S(=O)(=O)c2ccc(C)cc2)[C@@H]2C(=O)N(Cc3ccccc3)C(=O)[C@@H]21	1	2	9	-2	0	-6	.
CC(=O)NN1C(=O)c2ccccc2NC1c1cccc([N+](=O)[O-])c1 (configuration not stated)	-2	-1	-1	0	1	5	-4
CC(=O)Nc1cccc(NC(=O)c2cc([N+](=O)[O-])ccc2N2CCCCC2)c1	-1	0	8	-2	-1	1	-6
COC(=O)c1ccccc1NC(=O)CCCn1nc([N+](=O)[O-])cc1C	-7	8	-3	-6	4	-7	3
Cc1ccc(C)c(C2C(=O)c3ccccc3C2=O)c1	.	13	10	-1	0	.	-1
CCN(CC)C(=O)Nc1ccc(C(=O)OC)cc1	-7	.	3	.	1	-9	1
CCOc1ccc(S(=O)(=O)NCCC(=O)OCC(=O)c2ccc(NC(C)=O)cc2)cc1	-3	-1	4	-6	.	27	-11
CCOC(=O)C1=C(COc2ccccc2)NC(=O)NC1c1ccc(Cl)cc1 (configuration not stated)	7	4	0	.	-1	-3	6
C[C@@H]1CN([C@@H](C)CO)S(=O)(=O)c2ccc(C#Cc3ccncc3)cc2O[C@H]1CN(C)C(=O)c1ccncc1	8	6	-14	-1	3	17	7[16.7 µM]
Cc1ccc(S(=O)(=O)NCCC(=O)Nc2ncccc2O)cc1C	-5	1	3	0	.	-2	.
CCOc1cc(NC(=O)C2CCCO2)c(OCC)cc1NC(=O)C1CC1 (configuration not stated)	3	.	.	.	1	2	-10
O=S(=O)(N[C@H]1CC[C@H](CCn2cc(C3(O)CCCC3)nn2)O[C@@H]1CO)c1ccc(Cl)cc1	14	0	-4	-2	-2	4	-6[16.7 µM]
COC(=O)C1=C(C)NC(=O)NC1c1ccc(-c2ccc(F)cc2)o1 (configuration not stated)	-12	3	-12	-3	1	3	-2
O=C(O)c1ccc(CNC(=O)c2ccc3c(c2)OCCO3)cc1	-6	3	3	-3	.	0	32
O=C(Nc1ccc(OCc2ccccc2)cc1)Nc1nnc([C@@H]2C[C@H](O)[C@@H](CO)O2)s1	7	-2	.	-4	-1	4	9
O=C([C@@H]1[C@@H](CO)[C@@H]2Cn3c(ccc(C4=CCCCC4)c3=O)[C@H]1N2Cc1nccs1)N1CCCCC1	-2	5	-2	-29	-4	14	.
COc1ccc(C2/C(=C(/O)c3ccc4c(c3)CC(C)O4)C(=O)C(=O)N2Cc2cccnc2)cc1 (configuration not stated)	-2	1	5	0	5	1	-5
COC1(C)CC2C(CC1OC(=O)c1cc([N+](=O)[O-])cc([N+](=O)[O-])c1)C2(C)C (configuration not stated)	-2	-8	35&32	-8	-5	.	.
COCCCn1c(SCC(=O)Nc2ccc(NC(=O)c3ccco3)c(OC)c2)nc2ccccc2c1=O	17	.	-2	.	0	37	-5
COC(=O)CSc1ccccc1C(=O)OC	-7	10	1	1	0	-12	-4

Looked up one by one from the list above, three records:
Molecule	esBAF inh	ERp5 block	ARNT-TACC3 inh	SIRT5 inh	Cneo AK release	C2C12 statin	miR122 inh
O=C(NCc1ccccc1)c1sc(=S)n2c1[nH]c(=O)c1ccccc12	-5	.	7	.	0	.	-4
Cc1cc(C)nc(SCCS(=O)(=O)Cc2ccc(Cl)cc2)n1	-8	.	-11	.	0	.	1
C[C@H](CO)N1C[C@H](C)[C@@H](CN(C)C(=O)c2ccccc2)OCCCC[C@H](C)Oc2ccc(NC(=O)Nc3ccccc3)cc2C1=O	-4	-2	5	0	-3	.	7[16.7 µM]

Further compounds:
Molecule	esBAF inh	ERp5 block	ARNT-TACC3 inh	SIRT5 inh	Cneo AK release	C2C12 statin	miR122 inh
CN(C)C(=O)c1ccc(-c2ccc3c(c2)[C@@H]2[C@@H](CCN2C(=O)c2ccccn2)[C@@H](CO)N3C)cc1	5	.	3	.	47	0	-18[16.7 µM]
COc1ccc(NC(=O)CN(C)S(=O)(=O)c2ccc3c(c2)CC(C)N3C(C)=O)c(OC)c1 (configuration not stated)	-4	-3	-1	-1	1	-10	0
C[C@@H]1CN([C@H](C)CO)C(=O)c2cc(/C=C/c3ccccc3)cnc2O[C@@H]1CN(C)Cc1cccc(C(=O)O)c1	0	0	-3	-13	-6	-5	-5[16.7 µM]
Cc1ccc(NC(=O)COc2ccc3oc4c(c3c2)CCCC4)nc1	-3	.	0	.	-2	10	-4
CCOC(=O)C1C(c2ccc([N+](=O)[O-])cc2)C2C(=O)NN=C2CC1(C)O (configuration not stated)	.	1	.	-5	0	.	0
Cc1ccc(S(=O)(=O)NCC[C@H]2CC[C@@H](NC(=O)C3CCOCC3)[C@H](CO)O2)cc1	-1	-1	-7	3	-1	-5	.
O=C(COC(=O)Cc1c(Cl)cccc1Cl)NCc1ccco1	2	0	-4	-4	2	-5	-1
C=Cc1ccc(C(=O)N2CCCC(CCC(=O)N3CCN(c4ccccn4)CC3)C2)cc1 (configuration not stated)	-4	1	-1	0	1	-7	.
COc1ccccc1-c1ccc([C@@H]2[C@@H](CO)N3CCCCN(C(=O)c4cccnc4)C[C@H]23)cc1	-1	4	-9	3	3	17	-7[16.7 µM]
O=C(NNC(=O)c1ccc(F)cc1)c1ccncc1	-6	-1	-5	-2	2	10	-6
Cc1ccc(S(=O)(=O)N(C)c2ccc(C(=O)NCCc3ccccc3)cc2)cc1	.	-13	6	-5	2	.	.
CN1c2ccccc2C(O)=C(C(=O)Nc2ccccc2)S1(=O)=O	6	.	-2	.	-2	-9	3
C=CCn1c(SCC(=O)NCC(=O)OCC)nnc1-c1ccccn1	-6	.	7	.	-1	-8	.
CCOC(=O)c1ccc(N=c2sc(C(=O)OC)cc(=O)n2CCCN2CCOCC2)cc1	15&5	-4&5	0	-2&1	0&-2	-5&-8	-4
O=S(=O)(/N=C(/c1ccccc1)N1CCOCC1)c1ccc(F)cc1	1	3	27	-3	-3	-1	.
O=C(Nc1ccc(Br)cc1)c1cccn1-c1ncc(C(F)(F)F)cc1Cl	-1	.	-11	.	-3	-7	.
O=C(C[C@H]1C[C@@H]2c3cc(NC(=O)C4CCC4)ccc3O[C@@H]2[C@H](CO)O1)NCc1ccc(Cl)cc1	-1	3	-3	-5	2	-3	1[16.7 µM]
C[C@H](CO)N1C[C@H](C)[C@H](CN(C)C(=O)CCC(F)(F)F)OCc2cnnn2CCCC1=O	-3&-4	0&-4	-7	-3	0&-1	3&3	4
